Compound activity: PubChem, several laboratories
PfHsp90 set2 – growth inhibition of yeast expressing Plasmodium Hsp90. S. cerevisiae expressing PfHsp90, BacTiter-Glo ATP, 48 h; yeast lacking PDR1 and PDR3 efflux regulators. inhibition, % at 9.4 µM. 310,000 tested, 0.32% active. AID 504621;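 active means every replicate shows inhibition above about 80%, whatever the replicate mean, limit read from the data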;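 further: 0% = DMSO neutral controls and 100% = 20 µM radicicol positive controls; yeast relying on Plasmodium falciparum Hsp90 in place of its own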
C-LANA FP – inhibitors of KSHV LANA C-terminal domain DNA binding. MBP-C-LANA/FAM-LBS DNA binding, fluorescence polarization. 340,000 tested, 0.078% active. inhibition, % at 9 µM. AID 504423;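 active means highest replicate inhibition at or above 60% at 9 µM, even if other replicates fall short; inactive means all replicates below 60% inhibition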;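 further: 0% = neutral control wells and 100% = 4 µM acridine orange control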
SUMO Mot1 rescue – blocks SUMOylation pathway, rescuing yeast Mot1-301 growth; 320,000 tested, 1% active; S. cerevisiae Mot1-301 growth rescue, ATP luminescence, 38.5C; percent above DMSO median, 100 means doubled; growth rescue, % at 18.8 µM;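 active means every valid replicate shows activation above 250% relative to neutral control wells; inactive means the rest, any valid replicate at or below 250%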;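 further: OY570 slx delta 5 strain wells were the positive control but not used for scaling; some compounds called inactive have numbers as strong as hits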
PvdQ acylase – blocks Pseudomonas aeruginosa PvdQ acylase activity; purified PvdQ acylase, fluorescence plate reader; inhibition, % at 10 µM; 340,000 tested, 0.063% active; AID 488965; in the data active means inhibition above about 30%, passing the limit was not always enough;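 further: 0% = vehicle neutral wells and 100% = reference inhibitor wells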
RTF Ca sens act – increases calcium sensitivity of human cardiac regulated thin filaments | IANBD-labeled TnC RTF fluorescence at EC20 calcium; 0% EC20 calcium, 100% full calcium | P19429+P45379 | 340,000 tested, 0.24% active | activation, % at 7.2 µM;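 active means activation above the mean over all tested compounds plus 3 SD, cut at about 30% in these data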;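 further: rise in fluorescence read as greater calcium sensitivity of cardiac thin filaments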
Keap1-Nrf2 PPI – inhibitors of human Keap1-Nrf2 protein-protein interaction; Q14145; Keap1 Kelch-Nrf2 peptide fluorescence polarization, 1536-well; inhibition, % at 9.4 µM; 340,000 tested, 0.15% active; AID 504523; in the data active means inhibition above about 12%;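 further: human Keap1 Kelch domain with fluorescein labeled Nrf2 9mer peptide probe; 0% = neutral control wells and 100% = peptide positive control; higher means more block of Keap1 binding to Nrf2 peptide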
dFosB activator – enhances mouse delta FosB homodimer DNA binding; 340,000 tested, 0.99% active; activation, % at 25 µM; P13346; AID 493131; purified delta FosB, TAMRA-CDK5 oligo fluorescence polarization; percent of positive-control signal above neutral wells;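 active means mean activation above about 17%, with every replicate also reaching it, limit read from the data, passing the limit was not always enough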;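 further: fluorescence polarization rise as delta FosB binds a TAMRA Cdk5 AP-1 oligo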
CDK5 p35 inh – CDK5/p35 (human) kinase inhibition. AID 488839. 330,000 tested, 0.01% active. Q00535+Q15078. inhibition, % at 10 µM. Recombinant CDK5/p35, ADP-Glo luminescence, 60 min;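 active means highest replicate inhibition of at least 50% and at least 75% of replicates reaching 50%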;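 further: plate controls were DMSO neutral control for no effect and GW8510 at 10 µM for full effect; many of its hits are not listed in these tables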
NSD2 inh – blocks human histone methyltransferase NSD2; O96028; NSD2 peptide methylation, AlphaScreen, 120 min; inhibition, % at 12.5 µM; 310,000 tested, 0.54% active; in the data active means inhibition above about 50%
Cardiac RTF inh – cardiac RTF calcium desensitization; IANBD-labeled cardiac RTF, Ca2+ fluorescence; inhibition, % at 7.15 µM; 340,000 tested, 0.12% active;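 active means inhibition above the mean inhibition of all tested compounds plus 3 SD, cut at about 17% in these data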;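 further: assay run at fixed EC70 calcium of 1.6 mM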
Rtt109 HAT inh – C. albicans Rtt109 histone acetyltransferase inhibition; inhibition, % at 34.9 µM; 330,000 tested, 0.16% active; Q5AAJ8; AID 540336; purified Rtt109/Vps75, ThioGlo CoA-SH fluorescence, 4 h;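 active means inhibition of at least 50% in every replicate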
Numbers without * were called inactive.

How did COc1ccc(/C=C/C(=O)OCC(=O)NC2CCCCCCC2)cc1 do in these assays?
PfHsp90 set2: 13; C-LANA FP: -0.5; SUMO Mot1 rescue: 10; PvdQ acylase: -6; RTF Ca sens act: -1; Keap1-Nrf2 PPI: -2; dFosB activator: -15; CDK5 p35 inh: 1.3; NSD2 inh: 0; Cardiac RTF inh: -7; Rtt109 HAT inh: 3

Results for Cc1cc(C(=O)Cn2cnc3cc([N+](=O)[O-])ccc3c2=O)c(C)n1CC1CCCO1 (centres undefined) ?
PfHsp90 set2: 5; C-LANA FP: 1.3; PvdQ acylase: -9; RTF Ca sens act: -1; Keap1-Nrf2 PPI: -2; dFosB activator: -9; CDK5 p35 inh: 2.1; NSD2 inh: 4; Cardiac RTF inh: -3; Rtt109 HAT inh: 6

What do the screens show for `CC1CCC(NC(=O)C2CC(=O)N(c3ccc(Cl)cc3)C2)CC1` (centres undefined)?
PfHsp90 set2: -7; C-LANA FP: -0.1; SUMO Mot1 rescue: 9; PvdQ acylase: -10; RTF Ca sens act: -3; Keap1-Nrf2 PPI: 3; dFosB activator: -8; CDK5 p35 inh: -0.3; NSD2 inh: -1; Cardiac RTF inh: 1; Rtt109 HAT inh: -9

Results for COc1ccc(OCc2cccc(C(=O)N3CCCC3)c2)cc1 ?
PfHsp90 set2: -19; C-LANA FP: 5.2; SUMO Mot1 rescue: 313; PvdQ acylase: -14; RTF Ca sens act: -2; Keap1-Nrf2 PPI: -6; dFosB activator: -6; CDK5 p35 inh: -1.4; NSD2 inh: -1; Cardiac RTF inh: -9; Rtt109 HAT inh: 2

How did COc1ccc(C(CNC(=O)c2cncc(Br)c2)N(C)C)cc1 (centres undefined) do in these assays?
PfHsp90 set2: 14; C-LANA FP: 0.0; SUMO Mot1 rescue: -8; PvdQ acylase: 6; RTF Ca sens act: 4; Keap1-Nrf2 PPI: 1; dFosB activator: 0; CDK5 p35 inh: -0.2; NSD2 inh: -3; Cardiac RTF inh: 2; Rtt109 HAT inh: 29

What do the screens show for `O=C(NCC(=O)N(Cc1ccccc1)C(C(=O)NC1CCCCC1)c1ccco1)c1ccco1` (centres undefined)?
PfHsp90 set2: -44; C-LANA FP: -0.6; SUMO Mot1 rescue: 39; PvdQ acylase: -14; RTF Ca sens act: -3; Keap1-Nrf2 PPI: 2; dFosB activator: -3; CDK5 p35 inh: -0.3; Cardiac RTF inh: -8; Rtt109 HAT inh: 6

How did O=C(Nc1cccc2ccccc12)c1onc2c1CCCC2 do in these assays?
PfHsp90 set2: 8; C-LANA FP: 1.8; SUMO Mot1 rescue: 15; PvdQ acylase: -14; RTF Ca sens act: 1; Keap1-Nrf2 PPI: 5; dFosB activator: -6; CDK5 p35 inh: 0.8; NSD2 inh: 0; Cardiac RTF inh: -2; Rtt109 HAT inh: 11

Results for CCOc1ccc(NC(=O)CC(C)S(=O)(=O)c2ccc3c(c2)NC(=O)CO3)cc1 (centres undefined) ?
PfHsp90 set2: 9; C-LANA FP: -0.6; SUMO Mot1 rescue: 165; PvdQ acylase: -7; RTF Ca sens act: -9; Keap1-Nrf2 PPI: 0; dFosB activator: -5; CDK5 p35 inh: 0.5; NSD2 inh: -5; Cardiac RTF inh: -3; Rtt109 HAT inh: -4

What do the screens show for `O=C(Nc1cnccn1)Nc1ccccc1F`?
PfHsp90 set2: 3; C-LANA FP: 1.6; SUMO Mot1 rescue: -9; PvdQ acylase: -12; RTF Ca sens act: -3; Keap1-Nrf2 PPI: -4; dFosB activator: -1; CDK5 p35 inh: -1.9; NSD2 inh: -3; Cardiac RTF inh: -2; Rtt109 HAT inh: 4

How did COc1ccc(N(CC(=O)NCCSc2ccccn2)S(C)(=O)=O)cc1Cl do in these assays?
C-LANA FP: -1.2; SUMO Mot1 rescue: 4; PvdQ acylase: -9; RTF Ca sens act: 9; Keap1-Nrf2 PPI: 0; dFosB activator: -5; CDK5 p35 inh: 1.1; NSD2 inh: -4; Cardiac RTF inh: -12; Rtt109 HAT inh: 5

Gathered by group, those above with sulfur (2)
Results for CCOc1ccc(NC(=O)CC(C)S(=O)(=O)c2ccc3c(c2)NC(=O)CO3)cc1 (centres undefined) ?
PfHsp90 set2: 9; C-LANA FP: -0.6; SUMO Mot1 rescue: 165; PvdQ acylase: -7; RTF Ca sens act: -9; Keap1-Nrf2 PPI: 0; dFosB activator: -5; CDK5 p35 inh: 0.5; NSD2 inh: -5; Cardiac RTF inh: -3; Rtt109 HAT inh: -4

How did COc1ccc(N(CC(=O)NCCSc2ccccn2)S(C)(=O)=O)cc1Cl do in these assays?
C-LANA FP: -1.2; SUMO Mot1 rescue: 4; PvdQ acylase: -9; RTF Ca sens act: 9; Keap1-Nrf2 PPI: 0; dFosB activator: -5; CDK5 p35 inh: 1.1; NSD2 inh: -4; Cardiac RTF inh: -12; Rtt109 HAT inh: 5

(further entries)
Results for CC(=O)c1cccc(NC(=O)c2ccco2)c1 ?
PfHsp90 set2: 7; C-LANA FP: 1.3; PvdQ acylase: -1; RTF Ca sens act: -5; Keap1-Nrf2 PPI: 1; dFosB activator: 0; CDK5 p35 inh: 3.1; NSD2 inh: -4; Cardiac RTF inh: -1; Rtt109 HAT inh: 0

How did O=[N+]([O-])c1ccc(NC(=S)N2CCOCC2)cc1 do in these assays?
PfHsp90 set2: -18; C-LANA FP: 0.1; SUMO Mot1 rescue: -13; PvdQ acylase: -2; RTF Ca sens act: 1; Keap1-Nrf2 PPI: 2; dFosB activator: 1; CDK5 p35 inh: -1.4; NSD2 inh: 1; Cardiac RTF inh: -3; Rtt109 HAT inh: -5

Results for CCOC(=O)c1c(C)[nH]c(C(=O)N2CCN(c3ccc(OC)cc3)CC2)c1C ?
PfHsp90 set2: -10; C-LANA FP: -0.1; SUMO Mot1 rescue: -5; PvdQ acylase: -7; RTF Ca sens act: 2; Keap1-Nrf2 PPI: -3; dFosB activator: -10; CDK5 p35 inh: -2.1; NSD2 inh: 6; Cardiac RTF inh: -16; Rtt109 HAT inh: 6

Results for COc1ccc(NC(=O)c2cccc(N3C(=O)C4C5C=CC(C5)C4C3=O)c2)cc1 (centres undefined) ?
PfHsp90 set2: -15; C-LANA FP: 1.5; SUMO Mot1 rescue: -11; PvdQ acylase: -7; RTF Ca sens act: 0; Keap1-Nrf2 PPI: 5; dFosB activator: -12; CDK5 p35 inh: -1.1; NSD2 inh: 0; Cardiac RTF inh: 0; Rtt109 HAT inh: 13

Results for CC(NC(=O)CNC(=O)c1ccco1)c1ccc(S(N)(=O)=O)cc1 (centres undefined) ?
PfHsp90 set2: -5; C-LANA FP: 1.6; SUMO Mot1 rescue: -10; PvdQ acylase: 9; RTF Ca sens act: -1; Keap1-Nrf2 PPI: 1; dFosB activator: -2; CDK5 p35 inh: 0.6; NSD2 inh: -1; Cardiac RTF inh: 8; Rtt109 HAT inh: 13

How did CC1CC(C)C(=NNC(N)=O)C(C(O)CC2CCC(=O)NC2=O)C1 (centres undefined) do in these assays?
PfHsp90 set2: 114*; C-LANA FP: 0.4; PvdQ acylase: -13; RTF Ca sens act: -3; Keap1-Nrf2 PPI: -8; dFosB activator: 6; CDK5 p35 inh: -2.8; NSD2 inh: -3; Cardiac RTF inh: 5; Rtt109 HAT inh: 3

How did CC(c1ccc(F)cc1)n1c(Cn2ncc3ccccc3c2=O)n[nH]c1=S (centres undefined) do in these assays?
PfHsp90 set2: -10; C-LANA FP: -0.4; SUMO Mot1 rescue: -13; PvdQ acylase: -4; RTF Ca sens act: -1; Keap1-Nrf2 PPI: 0; dFosB activator: -2; CDK5 p35 inh: 0.0; NSD2 inh: -3; Cardiac RTF inh: 2; Rtt109 HAT inh: -9

What do the screens show for `Cc1ccc(C)c(-n2cc(CNCCCn3cccn3)c(-c3ccccc3)n2)c1`?
PfHsp90 set2: 10; C-LANA FP: -0.4; SUMO Mot1 rescue: 90; PvdQ acylase: -9; RTF Ca sens act: -3; Keap1-Nrf2 PPI: 1; dFosB activator: 3; CDK5 p35 inh: -1.3; NSD2 inh: 0; Cardiac RTF inh: 6; Rtt109 HAT inh: -3

How did C=CCn1c(NCc2ccco2)nc2ccccc21 do in these assays?
PfHsp90 set2: 9; C-LANA FP: -0.3; SUMO Mot1 rescue: 11; PvdQ acylase: -11; RTF Ca sens act: 3; Keap1-Nrf2 PPI: -9; dFosB activator: -4; CDK5 p35 inh: -0.3; NSD2 inh: 2; Cardiac RTF inh: -3; Rtt109 HAT inh: 20

How did Cc1sc(NC(=O)c2ccccc2F)c(CN2CCCCC2)c1C do in these assays?
PfHsp90 set2: -24; C-LANA FP: -2.6; SUMO Mot1 rescue: -19; PvdQ acylase: -3; RTF Ca sens act: -2; Keap1-Nrf2 PPI: -6; dFosB activator: -9; CDK5 p35 inh: -1.3; NSD2 inh: -2; Cardiac RTF inh: -2; Rtt109 HAT inh: 0

How did Cc1cccc(N2CCN(C(=S)c3ccc4c(c3)OCO4)CC2)c1 do in these assays?
C-LANA FP: -1.4; PvdQ acylase: -11; RTF Ca sens act: -2; Keap1-Nrf2 PPI: -5; dFosB activator: -6; CDK5 p35 inh: -0.2; NSD2 inh: 1; Cardiac RTF inh: 3; Rtt109 HAT inh: -4

Results for c1ccc(-c2nnc(CN3CCN(C(c4ccccc4)c4ccccc4)CC3)o2)cc1 ?
PfHsp90 set2: -5; C-LANA FP: 1.7; SUMO Mot1 rescue: -23; PvdQ acylase: 11; RTF Ca sens act: 6; Keap1-Nrf2 PPI: 4; dFosB activator: 2; CDK5 p35 inh: -0.5; Cardiac RTF inh: 1; Rtt109 HAT inh: 8

Results for COc1ccccc1CC1CC(=O)N(c2ccccc2)C1=O (centres undefined) ?
PfHsp90 set2: -13; C-LANA FP: -3.3; SUMO Mot1 rescue: -4; PvdQ acylase: -5; RTF Ca sens act: 9; Keap1-Nrf2 PPI: -2; dFosB activator: 0; CDK5 p35 inh: -4.7; NSD2 inh: -5; Cardiac RTF inh: -4; Rtt109 HAT inh: 3

Results for Cc1nn(C)c(C)c1/C=C/C(=O)c1cccs1 ?
C-LANA FP: 0.9; SUMO Mot1 rescue: 38; PvdQ acylase: 1; RTF Ca sens act: -9; Keap1-Nrf2 PPI: 1; dFosB activator: -20; CDK5 p35 inh: 0.8; NSD2 inh: 3; Cardiac RTF inh: 14; Rtt109 HAT inh: 5

What do the screens show for `O=C(CSc1nnc(CNC(=O)c2cccs2)o1)Nc1ccc(Br)cc1`?
PfHsp90 set2: -17; C-LANA FP: 0.1; SUMO Mot1 rescue: 16; PvdQ acylase: -8; RTF Ca sens act: -3; Keap1-Nrf2 PPI: 2; dFosB activator: -3; CDK5 p35 inh: 3.1; NSD2 inh: -4; Cardiac RTF inh: 3; Rtt109 HAT inh: 4
